Assay outcomes deposited in PubChem BioAssay by Sanford-Burnham Center for Chemical Genomics.
SENP8 block-1 = SENP8 protease inhibition | Q96LD8 | purified SENP8, Z-RLRGG-aminoluciferin cleavage, luminescence | AID 2540 | 330,000 compounds, 1.2% hits | inhibition, % at 10 µM; in the data active means inhibition above about 50%
SENP6 block = SENP6 protease inhibition; Q9GZR1; Recombinant SENP6 catalytic domain, aminoluciferin luminescence; inhibition, % at 10 µM; 330,000 compounds, 1.8% hits; AID 2599;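 active means inhibition above about 50% at the single tested dose, limit read from the data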;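 further: plate controls were DMSO wells with enzyme for no effect and DMSO wells lacking enzyme for full effect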
Target sequence (Q9GZR1 628-1112 limits assumed): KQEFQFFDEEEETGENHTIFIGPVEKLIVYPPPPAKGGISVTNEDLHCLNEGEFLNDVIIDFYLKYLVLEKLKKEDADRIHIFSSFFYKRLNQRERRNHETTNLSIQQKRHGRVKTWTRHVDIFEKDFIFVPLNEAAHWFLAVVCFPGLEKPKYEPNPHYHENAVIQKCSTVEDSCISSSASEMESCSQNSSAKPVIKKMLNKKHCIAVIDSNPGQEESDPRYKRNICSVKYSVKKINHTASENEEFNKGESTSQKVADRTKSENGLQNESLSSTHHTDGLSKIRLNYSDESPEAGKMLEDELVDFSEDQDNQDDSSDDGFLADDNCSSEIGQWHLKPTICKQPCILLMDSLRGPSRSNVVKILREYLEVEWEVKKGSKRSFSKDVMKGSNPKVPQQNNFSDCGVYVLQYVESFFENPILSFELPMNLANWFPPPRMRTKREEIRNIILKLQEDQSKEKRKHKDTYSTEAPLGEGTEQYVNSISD
SENP8 block-2 = inhibitors of human SENP8 protease | recombinant SENP8, Nedd8 substrate fluorescence | inhibition, % at 20 µM | 360,000 compounds, 0.64% hits | Q96LD8 | AID 602440; in the data active means inhibition mostly above about 40%, no sharp cut-off; inactive means mostly below about 27%
PfG6PD inh = PfG6PD (Plasmodium falciparum) enzyme inhibition; inhibition, % at 20 µM; PfGluPho enzyme, NADPH resazurin-diaphorase fluorescence; AID 504690; 350,000 compounds, 0.78% hits;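 active means inhibition reaching at least a set limit at 20 µM in the primary screen, cut at about 59% in these data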;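 further: 0% = DMSO wells with substrate and 100% = DMSO wells lacking glucose-6-phosphate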
SENP1 FRET inh = SENP1 (human) catalytic domain inhibition | Q9P0U3 | recombinant SENP1 catalytic domain, CyPet-SUMO1-YPet FRET cleavage | inhibition, % at 10 µM | 360,000 compounds, 0.21% hits;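 active means inhibition at least 30% at 10 µM, raw YFP signal under a set limit, fluorescence ratio 0.5 to 1.5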;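 further: 0% = enzyme with DMSO and 100% = no enzyme wells; some results filed as inactive read as strong as hits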
Target sequence (Q9P0U3 419-644 limits assumed): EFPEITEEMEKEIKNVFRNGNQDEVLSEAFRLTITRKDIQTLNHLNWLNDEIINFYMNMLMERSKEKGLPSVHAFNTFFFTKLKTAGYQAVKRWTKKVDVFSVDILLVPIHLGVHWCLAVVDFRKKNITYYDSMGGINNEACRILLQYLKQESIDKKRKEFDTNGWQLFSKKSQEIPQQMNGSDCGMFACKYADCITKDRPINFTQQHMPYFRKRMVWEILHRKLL
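Test system: hSENP1 catalytic domain, recombinant; Amount: 20 pM final SENP1 enzyme; Medium: Tris pH 8 buffer plus EDTA, NaCl, BME, BSA, NP40, catalase; Schedule: 50 min enzyme reaction, room temperature, light-protected; Technique: FRET fluorescence in CFP and YFP emission channels; Controls: no-enzyme wells low, DMSO-plus-enzyme wells high control.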
HKDC1 inhibitor = inhibitors of human hexokinase HKDC1 | Q2TB90 | recombinant HKDC1, G6PDH/diaphorase resazurin coupled fluorescence | inhibition, % at 20 µM | 340,000 compounds, 0.16% hits;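 active means inhibition above about 35% when tested at 20 µM, limit read from the data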;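 further: plate controls were DMSO wells with enzyme for no effect and DMSO wells lacking enzyme for full effect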
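Material: recombinant HKDC1 hexokinase; Amount: HKDC1 at 5 µg/mL; Medium: Tris pH 8.0 buffer with MgCl2, Tween-20, BSA, BME; Schedule: 90 min reaction incubation at room temperature, dark; Technique: coupled resazurin fluorescence, excitation 525 nm, emission 613 nm.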
Apaf-1 inh = blocks human Apaf-1 apoptosome activity; reconstituted apoptosome caspase-3 activity, DEVD-Rh110 fluorescence; inhibition, % at 20 µM; 330,000 compounds, 0.71% hits; AID 489030; active means inhibition of at least 40% at 20 µM;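 further: plate controls were DMSO wells for no effect and DEVD-CHO caspase inhibitor wells for full effect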
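Assay system: Apoptosome proteins | Medium: pH 7.5 Hepes buffer with CHAPS, BSA, DTT | Also added: Cytochrome c and DEVD-Rh110 substrate | Times: 30 min plus 50 min, RT | Detection: Rhodamine 110 fluorescence at Ex 480/Em 540 nm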
SENP7 block = SENP7 protease inhibition; recombinant SENP7, Z-RLRGG-aminoluciferin luminescence, 40 min; inhibition, % at 5 µM; 330,000 compounds, 1.5% hits;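 active means inhibition above about 50% at the single test dose, limit read from the data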;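 further: plate controls were DMSO with enzyme for no effect and no enzyme buffer wells for full effect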
Target sequence (Q9BQF6 706-1050 limits assumed): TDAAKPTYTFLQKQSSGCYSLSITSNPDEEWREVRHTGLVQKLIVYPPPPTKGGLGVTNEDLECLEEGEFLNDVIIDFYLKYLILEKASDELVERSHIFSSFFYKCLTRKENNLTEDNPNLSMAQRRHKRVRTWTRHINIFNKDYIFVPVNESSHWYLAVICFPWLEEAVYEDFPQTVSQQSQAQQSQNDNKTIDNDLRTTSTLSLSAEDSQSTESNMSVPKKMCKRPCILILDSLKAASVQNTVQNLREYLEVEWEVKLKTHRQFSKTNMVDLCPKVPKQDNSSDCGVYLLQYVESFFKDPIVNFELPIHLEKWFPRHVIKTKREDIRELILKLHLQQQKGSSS
Numbers without * were called inactive; . = not tested or not shown.

SMILES | SENP8 block-1 | SENP6 block | SENP8 block-2 | PfG6PD inh | SENP1 FRET inh | HKDC1 inhibitor | Apaf-1 inh | SENP7 block
Cc1ccc(S(=O)(=O)NCCC(=O)N2CCCC(C)C2)cc1 (stereo unspecified) | 7 | -17 | 16 | -2 | 2 | -2 | 1 | 2
Cc1cccc(NC(=O)Cn2nnc(C(=O)NCc3cccs3)c2N)c1C | 0 | -5 | 18 | -12 | 2 | -3 | 3 | 6
O=C(COC(=O)CCc1c[nH]c2ccccc12)NC(c1ccccc1)c1ccccc1 | -5 | 2 | -1 | 13 | 1 | -6 | 3 | 1
O=C(NCCc1ccc(Cl)cc1)c1cnc2n(c1=O)CCS2 | -6 | 3 | 6 | 8 | 1 | -2 | 8 | 0
COc1cc(NC(=O)c2ccc(F)cc2)c(OC)cc1NC(=O)CN1CCCCC1 | -7 | -13 | 0 | 17 | 0 | 4 | 5 | -2
COc1ccc(CNc2ncc(-c3ccccc3)n2C)cc1 | -7 | -15 | -42 | 3 | 2 | -6 | 1 | 8
O=C(Nc1ccc2nsnc2c1)c1cccs1 | -8 | 14 | -361 | -1 | -30 | 3 | -6 | 2
Cc1cc(-c2nnc(CCC(=O)NCc3ccc(F)c(F)c3)o2)no1 | 6 | -47 | 9 | 7 | -2 | -2 | 0 | -2
CC(=O)c1ccc(S(=O)(=O)N2CCC(c3nnc(SCCN4CCCC4)n3C)CC2)cc1 | 0 | -10 | 2 | 1 | 1 | -6 | 5 | 9
CC1CC(C)CN(S(=O)(=O)c2ccc(C(=O)NCc3ccc4c(c3)OCO4)cc2)C1 (stereo unspecified) | -16 | -10 | 14 | -2 | 0 | 4 | 9 | 0
Cc1ccc(/C=C/C(=O)Nc2cccc3cccnc23)o1 | -1 | -3 | -137 | 17 | -6 | -4 | -2 | -3
Cc1ccc2nc(NC(=O)C3CCN(S(=O)(=O)c4ccc5c(c4)oc(=O)n5C)CC3)sc2c1 | 5 | -8 | 9 | 6 | 2 | -5 | 4 | 1
Nc1ncnc2c1ncn2[C@@H]1O[C@H](CNCc2ccc(OCc3ccccc3)cc2)[C@@H](O)[C@H]1O | -9 | -7 | 6 | -3 | 1 | -2 | 2 | 1
COc1ccccc1CNC(=O)C1(C)Oc2cccnc2NC1=O (stereo unspecified) | 6 | 2 | 14 | 3 | 0 | -4 | -15 | 4
COc1ccccc1N(/N=C1\Sc2ccccc2C1=O)C(C)=O | 79* | 92* | 31 | 13 | 2 | -5 | 83* | 29
O=C(NCc1cccnc1)C(=O)NCC(c1ccco1)N1CCOCC1 (stereo unspecified) | 5 | 23 | 4 | 6 | -1 | -5 | -16 | 11
COc1ccccc1/C=C/C(=O)NC(=S)N1CCOCC1 | -2 | 36 | -3 | 5 | 0 | -4 | -5 | 38
Cc1noc(C)c1CSCC(=O)OCC(=O)N1CC(=O)Nc2ccccc21 | 1 | -2 | 11 | 12 | 0 | -3 | 11 | -1
C=C(C)c1cccc(C(C)(C)NC(=O)N2CCN(c3ncccn3)CC2)c1 | -11 | -1 | 24 | -20 | 1 | 2 | 2 | -10
CC12CCC(C(=O)N(NC(=O)c3ccccc3O)C1=O)C2(C)C (stereo unspecified) | -9 | -12 | -110 | -3 | 2 | -1 | -2 | 1
CCCCN(C(=O)c1cc(=O)[nH]c2ccccc12)c1c(N)n(CCCC)c(=O)[nH]c1=O | -5 | -15 | -37 | -3 | -11 | 3 | 1 | 8
O=C(NCc1n[nH]c(=O)c2ccccc12)C1CC(=O)N(c2ccc(Cl)cc2)C1 (stereo unspecified) | -5 | -16 | -10 | -20 | -1 | -3 | 3 | -11
c1ccc(-c2cccs2)nc1 | -1 | -6 | 26 | 1 | -1 | -8 | -7 | 1
CCOc1cc2[nH]c(=S)n(CCOC)c(=O)c2cc1OCC | 0 | 7 | 5 | 11 | -2 | -2 | 1 | 6
CN=C1S/C(=C\c2ccc(Cl)cc2)C(=O)N1C | 28 | 37 | 3 | 7 | 2 | -2 | 9 | 18
CCOC(=O)c1sc2nc(CSc3ccccc3Cl)[nH]c(=O)c2c1C | -7 | -5 | -73 | 6 | 11 | -4 | -7 | -3
Cc1cccc2c(N)c3c(nc12)N(C)CC3 | 2 | -6 | -267 | 4 | -14 | 0 | 3 | 8
COc1ccc(OC)c(S(=O)(=O)N2CCC(C(=O)Nc3cccc(C(F)(F)F)c3)CC2)c1 | 7 | 4 | 29 | 24 | 1 | 1 | 6 | -2
COc1ccccc1COc1ccc2c(C)c(CCC(=O)O)c(=O)oc2c1C | -6 | -8 | -270 | 4 | 0 | 5 | 6 | 5
Cc1ccc(NC(=O)CC(NC(=O)c2ccccc2Cl)c2ccccc2)nc1 (stereo unspecified) | -2 | -6 | 2 | 6 | 2 | -5 | -1 | -1
Cc1ccccc1NC(=O)Nc1cc(S(N)(=O)=O)ccc1C | -18 | -9 | 30 | 2 | 2 | -13 | 4 | -4
Cc1nc(N2CCC(C)CC2)c2c(C)c(C(=O)Nc3cc(F)ccc3C)sc2n1 | 0 | 5 | -58 | 15 | 1 | -1 | 18 | -1
Cc1cc(Cl)ccc1NC(=O)CSc1n[nH]c(N)n1 | 0 | 4 | 11 | -9 | 2 | 2 | 4 | -4
Cc1cc(F)ccc1S(=O)(=O)Nc1ccccc1C(=O)Nc1ccc2[nH]c(=O)[nH]c2c1 | 8 | 3 | -240 | -25 | -9 | 6 | 1 | -10
O=C(CN1CCN(CCC(=O)Nc2ccccc2F)CC1)Nc1ccc(F)cc1 | 4 | -6 | 3 | -6 | -2 | 1 | 7 | 4
CCCc1cc(C(=O)Nc2sc(C)c(C)c2C(=O)OCC)no1 | 6 | -10 | -153 | 43 | -31 | -4 | -4 | 2
COCC(=O)NC1CC2CCCC(C1)N2Cc1ccccc1 (stereo unspecified) | 2 | -6 | 9 | 10 | 1 | -1 | 3 | -2
O=C(CCNC(=O)c1ccccc1Cl)Nc1cccc(C(F)(F)F)c1 | 0 | 14 | 10 | 8 | 2 | -9 | 13 | 11
CCN(CC(=O)NCc1ccc(F)cc1)C(=O)c1ccc(C(=O)c2ccccc2)cc1 | 4 | 2 | 0 | 5 | 3 | -7 | 5 | 8
CC(=O)c1cccc(NS(=O)(=O)c2ccc3c(c2)N(C(C)=O)CCO3)c1 | 1 | -1 | 18 | -18 | 0 | -1 | -1 | -3
Fc1ccccc1CCNc1c2c(nc3ncnn13)CCCC2 | -7 | 1 | 15 | -3 | -2 | 22 | 4 | 0
CCOc1ccc(NC(=O)CSc2nnc(C3CC3)n2C2CC2)cc1 | -2 | -18 | 2 | 13 | -5 | -4 | -2 | 0
Cc1ccccc1N1C(=O)C(Oc2ccc(Cl)cc2)C1CNC(C)(C)C (stereo unspecified) | -5 | -14 | 12 | -9 | 2 | -9 | 0 | 1
COC(=O)c1ccc(-c2nc(CN3CCC(C(=O)N4CCOCC4)CC3)c(C)o2)cc1 | 0 | -2 | -108 | 11 | -14 | -5 | -6 | -3
Cc1ccccc1C(=O)NNC(=O)c1ccc(F)cc1 | 3 | 5 | 21 | -16 | 1 | -3 | -2 | 8
CCc1ccccc1Nc1nc(N)nc(CSc2nnc3ccccn23)n1 | -11 | -10 | -5 | 5 | 0 | 14 | -10 | -10
Oc1ccc(-c2[nH]ncc2-c2ccc(Br)cc2)c(O)c1 | -2 | 1 | 10 | 5 | 6 | 5 | 9 | -4
COCCCN(C(=O)c1ccc(N2CCCC2=O)cc1)c1c(N)n(Cc2ccccc2)c(=O)[nH]c1=O | -23 | -13 | -42 | 10 | -57 | -4 | 12 | -16
C=CCn1c(SCC(=O)N(CC)C2CCS(=O)(=O)C2)nc2scc(-c3ccccc3)c2c1=O (stereo unspecified) | . | . | 9 | 11 | 1 | -5 | . | .
Cc1ccc2c(c1)CCCN2CC(=O)N(C)c1c(N)n(Cc2ccccc2)c(=O)[nH]c1=O | -7 | -13 | -55 | 20 | -50 | 1 | -4 | -2
Cc1ccc2c(c1)N(C(=O)CCC(=O)N1CCN(c3ccccn3)CC1)CCO2 | -14 | 4 | -19 | -13 | 4 | -7 | 14 | 6
O=[N+]([O-])c1ccc(Nc2nc(NCCO)nc(N3CCCC3)n2)cc1 | -12 | -16 | 25 | 23 | 1 | 0 | 12 | -2
Cc1ccnc(NC(=O)c2ccc(NC(=O)c3ccco3)cc2)c1 | 6 | 28 | 13 | 11 | 0 | 0 | -1 | 41
Cc1c(C(=O)N2CCN(Cc3ccc4c(c3)OCO4)CC2)cccc1[N+](=O)[O-] | 6 | 15 | 21 | 8 | 1 | -5 | -2 | 1
Cc1ccc(-n2cc(-c3ccc([N+](=O)[O-])cc3)[nH]c2=S)c(C)c1 | -21 | 2 | 26 | 31 | 63* | -4 | 16 | 0
Cc1ccc(C)c(NC(=O)C(=O)NCC2CCCN2S(=O)(=O)c2cccs2)c1 (stereo unspecified) | -6 | -3 | -1 | 13 | -7 | -2 | 13 | 1
O=c1ccccn1Cc1c(F)cccc1Cl | 5 | 13 | 26 | 1 | -2 | 2 | -8 | 1
O=C(Nc1cnn(Cc2ccc(Cl)cc2)c1)C1CCCC1 | -5 | -1 | 4 | -2 | -7 | -17 | -13 | -11
O=C(CN1CCN(c2cccc(C(F)(F)F)c2)CC1)Nc1cccc(C(F)(F)F)c1 | -16 | -11 | 7 | -2 | 2 | 0 | 22 | -3
COc1ccc(C2CC(=O)C=C(NCc3ccccc3)C2)cc1 (stereo unspecified) | 2 | -9 | 13 | 12 | -7 | 5 | -4 | -2
CCOC(=O)N1CCN(C(=O)CSC2=NS(=O)(=O)c3cc(Cl)ccc3N2)CC1 | -6 | 3 | 11 | -15 | -1 | -2 | -9 | 1
COC(=O)/C=C\C(C#N)(C#N)N=Cc1ccc(OC)cc1 | . | . | -178 | 24 | -40 | -2 | . | .

Some of these compounds in order of number of heavy atoms, rising:
SMILES | SENP8 block-1 | SENP6 block | SENP8 block-2 | PfG6PD inh | SENP1 FRET inh | HKDC1 inhibitor | Apaf-1 inh | SENP7 block
O=c1ccccn1Cc1c(F)cccc1Cl | 5 | 13 | 26 | 1 | -2 | 2 | -8 | 1
Cc1ccc(-n2cc(-c3ccc([N+](=O)[O-])cc3)[nH]c2=S)c(C)c1 | -21 | 2 | 26 | 31 | 63* | -4 | 16 | 0
Cc1ccnc(NC(=O)c2ccc(NC(=O)c3ccco3)cc2)c1 | 6 | 28 | 13 | 11 | 0 | 0 | -1 | 41
O=[N+]([O-])c1ccc(Nc2nc(NCCO)nc(N3CCCC3)n2)cc1 | -12 | -16 | 25 | 23 | 1 | 0 | 12 | -2
Cc1c(C(=O)N2CCN(Cc3ccc4c(c3)OCO4)CC2)cccc1[N+](=O)[O-] | 6 | 15 | 21 | 8 | 1 | -5 | -2 | 1
O=C(CN1CCN(c2cccc(C(F)(F)F)c2)CC1)Nc1cccc(C(F)(F)F)c1 | -16 | -11 | 7 | -2 | 2 | 0 | 22 | -3
COCCCN(C(=O)c1ccc(N2CCCC2=O)cc1)c1c(N)n(Cc2ccccc2)c(=O)[nH]c1=O | -23 | -13 | -42 | 10 | -57 | -4 | 12 | -16
